Compound activity: PubChem, several laboratories
FadD28 FP inh: inhibitors of Mycobacterium tuberculosis FadD28 bisubstrate binding; FadD28 bisubstrate probe binding, fluorescence polarization; inhibition, % at 12.5 µM; 360,000 compounds, 0.22% hits; AID 588549; in the data active = inhibition above about 8.5%, passing the limit was not always enough
PfHsp40 yeast: restores yeast growth despite PfHsp40 toxicity; S. cerevisiae expressing PfHsp40, growth rescue, ATP luminescence; growth rescue, % at 12.5 µM; 340,000 compounds, 0.68% hits; AID 504582; in the data active = growth rescue above about 28%, passing the limit was not always enough;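 note: yeast W303a lacking pdr1 and pdr3 grown in galactose medium; growth measured after three days at 30 °C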
GDH-TPI inh: inhibits GDH-TPI coupling enzymes, artifact for Mtb FBA screen; GDH-TPI coupled enzyme counterscreen, NADH absorbance; inhibition, % at 4.8 µM; 360,000 compounds, 1.2% hits; in the data active = inhibition above about 30%;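 note: 0% = DMSO wells and 100% = wells lacking the enzyme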
TcdB inh: inhibitors of Clostridioides difficile toxin B glycohydrolase | TcdB glycohydrolase enzymatic assay, plate reader | inhibition, % at 9.99 µM | 350,000 compounds, 0.24% hits | AID 652162; in the data active = inhibition above about 10%
Mtb BioA inh: inhibitors of Mycobacterium tuberculosis BioA enzyme; inhibition, % at 9.99 µM; purified M. tuberculosis BioA enzyme, plate reader; 360,000 compounds, 0.096% hits; in the data active = inhibition above about 40%
Y pestis TopoI: Y. pestis Topo-I inhibition via cleavage products; 360,000 compounds, 0.064% hits; AID 504884; Y. pestis Topo-I cleavage product accumulation, plate reader; activity, % at 10 µM; in the data active = activity above about 50%, passing the limit was not always enough; note: inactives centre near 2
Mtb UGM inh: Mtb UDP-galactopyranose mutase inhibition. P9WIQ1. purified UGM, fluorescence polarization probe displacement. inhibition, % at 10 µM. 320,000 compounds, 0.06% hits. AID 504406; in the data active = inhibition above about 10%, passing the limit was not always enough
BH1578 lux ind: quorum light induction in luxS cqsA deficient V. cholerae; activation, % at 18.7 µM; V. cholerae BH1578 lux reporter, luminescence, 6 h; 350,000 compounds, 0.16% hits; in the data active = activation mostly above about 9.7%, no sharp cut-off; note: not every result past the cut was called active; inactives centre near 0; reference of the scale not given here
FBA Mtb inh: Mtb fructose-bisphosphate aldolase inhibition; P9WQA3; 360,000 compounds, 2.3% hits; purified M. tuberculosis FBA, fluorescence read-out; inhibition, % at 1 µM; AID 588726; in the data active = inhibition above about 27%;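 note: 0% = vehicle and 100% = reference inhibitor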
Numbers without * were called inactive; i = inactive; . = not tested or not shown; + = active, no number; & = joins results of further samples. Compounds as they come; about 4.6% have a hit in one of these screens.

The line under a structure holds: Mtb BioA inh, BH1578 lux ind, Mtb UGM inh, FadD28 FP inh, TcdB inh, GDH-TPI inh, FBA Mtb inh, PfHsp40 yeast, Y pestis TopoI
1) Cc1cc2cc(CNC(=O)Cc3ccc([N+](=O)[O-])cc3)ccc2[nH]1
    1.8, -0.9, 0.3, -0.1, 2.8, -6, 2, 0.2, -4
2) Cc1ccc(NC(=S)NNC(=O)C2CC2c2ccc(C)cc2)cc1 (configuration not stated)
    1.2, -0.3, 1.0, -1.2, ., 4, 5, 22, -7
3) O=C(NCc1ccccn1)C(=O)NCc1ccccn1
    ., -0.2, -1.5, 0.5, 1.6, -2, 2, -0.9, -9
4) Cc1sc2ncnc(N3CCN(S(=O)(=O)c4ccc(F)cc4)CC3)c2c1C
    -0.2, -0.4, 2.4, -6.1, -0.9, -10, -2, 3.5, 26
5) Cc1ccc(CNC(=O)c2cc(-c3ccccc3)nn2Cc2cc(C)no2)cc1
    -3.7, -3.0, -1.6, -1.0, -1.0, 4, 3, 0.6, -8
6) CC(NC(=O)COC(=O)C1CCN(c2ccc(C(F)(F)F)cn2)CC1)c1ccc(F)cc1 (configuration not stated)
    -1.4, i, 0.7, 1.1, 1.1, 15, 5, -0.9, -3
7) O=C(c1ccc(-c2ccccc2)cc1)N1CCN(Cc2ccccn2)CC1
    6.2, ., ., -0.4, ., 3, -1, -0.5, 21
8) COc1cccc(C(=O)Nc2ccc3c(c2)CCCN3C(=O)c2cccs2)c1OC
    0.2, -2.6, 3.0, -2.0, -0.4, 11, 4, 0.1, 4
9) CCc1ccc(CN(C)C(=O)CCc2nnc(CCc3cccc(OC)c3)o2)nc1
    ., ., 2.7, -1.2, -0.6, 7, -1, 0.3, 18
10) CCc1noc(C)c1C(=O)NNC(=O)c1ccc(N(CC)CC)cc1
    0.9, -2.0, -2.3, -0.9, 0.1, 29, 1, 0.2, -10
11) Cc1c(C(=O)N2CCN(Cc3ccc4c(c3)OCO4)CC2)cccc1[N+](=O)[O-]
    ., -0.3, 1.1, -2.4, ., -11, -4, 0.8, -4
12) COC(=O)NCc1ccc2c(c1)OCO2
    ., -7.1, 2.9, -1.1, ., 0, 1, -0.4, -1
13) Cc1ccc(S(=O)(=O)N2CCN(C(=O)COC(=O)/C=C/c3ccc([N+](=O)[O-])cc3)CC2)c(C)c1
    -0.9, -1.6, -1.1, -3.8, 0.6, -4, 1, 0.3, 5
14) C=CCN=C1N[C@@H](c2cccc(C(F)(F)F)c2)C(C(=O)OC)=C(C)N1CC
    -3.6, -0.4, -0.6, -0.6, 1.0, 12, 7, -1.7, -11
15) COc1ccc(CN2CCN(S(=O)(=O)c3ccc(F)cc3)CC2)cc1OC
    -0.5, -3.7, -2.3, -2.4, ., -5, 0, -2.0, -11

Brought forward from above: 2 compounds, followed by the next part.
The line under a structure holds: Mtb BioA inh, BH1578 lux ind, Mtb UGM inh, FadD28 FP inh, TcdB inh, GDH-TPI inh, FBA Mtb inh, PfHsp40 yeast, Y pestis TopoI
14) C=CCN=C1N[C@@H](c2cccc(C(F)(F)F)c2)C(C(=O)OC)=C(C)N1CC
    -3.6, -0.4, -0.6, -0.6, 1.0, 12, 7, -1.7, -11
15) COc1ccc(CN2CCN(S(=O)(=O)c3ccc(F)cc3)CC2)cc1OC
    -0.5, -3.7, -2.3, -2.4, ., -5, 0, -2.0, -11
16) Cc1ccc(-c2nnn(CCC(=O)NC(C)(C)C)n2)cc1
    ., -0.4, 0.0, -2.2, ., 10, 0, 0.9, 8
17) COc1cc(NS(=O)(=O)c2ccc(NC(=O)COc3ccc(C)cc3C)cc2)nc(OC)n1
    1.7, -0.3, ., -3.8, ., -10, 2, 0.7, 2
18) CCN(C(=O)[C@@H]1CCCN1C(=O)c1cccs1)c1nc2cc(Cl)ccc2s1
    -1.1, -0.3, -2.0, -2.2, ., 9, -1, 1.2, -2
19) Cc1sc2ncn(CC(=O)NCCCC(=O)N3CCN(c4ccccc4)CC3)c(=O)c2c1C
    -1.6, -0.4, 0.2, 0.2, ., -2, 0, 0.5, 6
20) CC1CCN(CCOc2ccc(C(=O)c3ccccc3)cc2)CC1
    8.3, -0.2, -0.9, 0.1, -6.6, 9, -1, -0.3, 2
21) S=C(NCc1ccco1)Nc1ccc(Oc2ccc(Cl)cc2)cc1
    -0.1, -1.0, -0.8, -4.6, 0.4, 16, -2, 194*, -2
22) COc1ccccc1/C=N/Nc1nc(C)cc(=O)[nH]1
    -1.1, -5.3, ., -1.2, 0.8, 26, 0, ., 9
23) CC(C)CCN(C(=O)CNC(=O)c1ccco1)C(C(=O)NC1CCCCC1)c1ccco1 (configuration not stated)
    0.7, i, -1.2, -0.7, ., 5, 5, 0.5, 20
24) O=C(Nc1cccc(S(=O)(=O)NC2=NCCC2)c1)c1cc(-c2ccco2)nc2ccccc12
    0.7, 0.5, 0.6, -3.1, 0.3, 17, 13, 1.4, 0
25) Cc1cccc(NC(=O)NCCc2ccc(Cl)cc2)c1
    1.5, -0.2, -1.1, -3.3, 0.5, 8, 3, 1.6, 3
26) Nc1cc2c(cc1Br)-c1ccc(F)cc1C2O (configuration not stated)
    -0.2, i, ., 1.4, 0.1, -3, -1, 2.3, -6
27) CCCCC(=O)NS(=O)(=O)c1ccc(NS(C)(=O)=O)cc1
    -0.3, -0.4, 3.8, 0.4, 0.3, -4, 2, -1.4, 8
28) CCn1c(COc2ccccc2)nnc1SCC(=O)C(C)(C)C
    2.6, 3.6, 0.0, -0.2, ., 10, 4, -1.7, 7
29) O=C(NCc1nnc(SCC(=O)N2CCCCC2)o1)c1c(F)cccc1Cl
    0.6, -0.5, 0.5, -1.1, 0.7, 6, 1, -0.6, 0
30) O=C(Nc1ccccc1F)NC1CCN(Cc2nnnn2Cc2ccc(F)cc2)CC1
    11, i, 0.5, -0.6, ., 8, 0, 1.3, 18
31) COc1ccc(CNC(=O)C(c2ccc(C)o2)N(C(=O)c2snc(C(N)=O)c2N)c2ccccc2OC)cc1 (configuration not stated)
    ., -0.3, -1.2, ., 0.3, 8, 14, -1.0, 22
32) CCCCN1C[C@H](CSC)[C@@H](CC(=O)NC)C1=O
    -3.1, -0.4, ., -2.6, -0.1, -8, -3, ., 3
33) Cc1c(-c2ccccc2)[n+](=O)c2c(n1[O-])CCCC2
    -0.1, -0.4, -0.8, -3.5, 1.3, -12, 0, -0.1, -3
34) O=C(Cc1ccc(Cl)cc1)Nc1ccccc1C(=O)N1CCCCC1
    -1.4, i, 0.5, -4.2, 1.6, -8, 0, -2.3, 3
35) Clc1ccc(Oc2nc(N3CCOCC3)nc(N3CCOCC3)n2)cc1
    1.0, i, 0.6, -1.5, ., 3, -3, -0.4, 2
36) COc1ccc(N=Nc2nc3cc(Br)c(Br)cc3n2C)c(OC)c1
    -5.0, -0.4, 34*, -1.5, ., 6, 0, 24, 6
37) CC(Sc1ccccc1)C(=O)NCCc1ccccc1 (configuration not stated)
    0.2, i, 0.2, -2.5, -0.7, -3, 3, -1.4, 7
38) Cc1ccc([C@H]2N[C@]3(CCCN(Cc4ccc(F)cc4)C3=O)[C@H]3C(=O)N(Cc4ccccc4)C(=O)[C@@H]23)cc1
    1.5, -1.1, ., -1.7, 1.3, 0, -3, ., 12
39) CCOC(=O)Cc1csc(SCC(=O)NC2CCS(=O)(=O)C2)n1 (configuration not stated)
    -1.0, -0.4, -1.4, -1.2, -1.6, 7, -2, 0.0, 2
40) COc1ccc(CCNC(=O)c2ccc3c(c2)NC(=O)C(N2CCOCC2)S3)cc1OC (configuration not stated)
    0.7, 0.6, -1.5, -0.9, ., 1, 4, 1.7, 6
41) COc1ccc(Oc2cn[nH]c2-c2ccc(OC)cc2O)cc1
    1.2, 0.6, -0.7, -4.0, 3.3, -6, 1, 11, -13
42) C[C@H](CO)N1C[C@H](C)[C@@H](CN(C)Cc2ccc(-c3ccccc3)cc2)OCc2cnnn2CCCC1=O
    1.3&2.2, -0.6, ., -2.6, 2.6&0.5, 2, 2, ., 28
43) CCC(=O)Nc1ccc2c(c1)nc1n2CCN(C2CCCCC2)C1
    ., 0.9, 4.3, -5.2, 0.1, 3, 62*, 2.0, 1
44) Cn1cnnc1SCC(C)(C)NS(=O)(=O)c1ccc(Cl)cc1
    -0.9, -0.3, 0.0, -0.7, 0.7, 2, 3, 0.0, -11
45) O=C(Cn1cnc2c(cnn2-c2ccccc2)c1=O)Nc1cc(S(=O)(=O)N2CCOCC2)ccc1Cl
    ., -0.2, 0.5, -3.0, ., 7, 0, 0.6, 11
46) Nc1ccc(CCC(=O)N2CCCC2)cc1
    -1.5, -0.2, 0.2, -0.2, -0.2, 1, 0, 0.9, 5
47) O=C(NCCCN1CCc2ccccc2C1)C1CCN(S(=O)(=O)N2CCCC2)CC1
    0.9, 3.3, 1.9, ., 0.7, -2, 4, -1.0, 3
48) Cc1ccc(-c2cc3nc(C)cc(N4CCN(C(=O)c5ccoc5)CC4)n3n2)cc1
    1.9, -0.5, ., 0.0, 4.3, 14, 4, ., 28
49) CN(C)C(=O)c1c2c(nc3ccccc13)CCCC2
    ., i, -1.0, -2.8, 0.9, -4, 0, 0.5, 3
50) COC(=O)c1cc(NC(=O)c2cccs2)ccc1N1CCOCC1
    ., i, 2.1, -3.8, ., -3, -2, -1.7, -4
51) CSc1ccc(/C=N/n2c(C3CCCCC3)n[nH]c2=S)cc1
    -0.1, -0.6, -0.4, ., 0.5, 6, 0, 2.6, 2
52) CN(C)c1cc(Nc2ccc(O)cc2)c([N+](=O)[O-])c2nonc12
    -1.9, -0.4, -0.7, 0.1, 1.9, 12, 0, -0.6, -3
53) CCOc1ccc(-c2c(C(=O)N/N=C/c3ccsc3)nnn2-c2nonc2N)cc1
    -1.5, -0.3, -0.3, -20, 0.0, 14, 0, -1.1, 5
54) CCOC(=O)CN1C(=O)N[C@@H](CCc2ccccc2)[C@@H](C(=O)OC)[C@H]1C
    -1.1, -0.5, -0.7, -1.1, 0.2, 4, 5, 0.3, -2
55) COc1cccc(-c2cc(-c3cccnc3)c(C#N)c(N)n2)c1
    0.0, -0.4, -2.5, -1.1, 0.6, 32*, +, -0.7, -4
56) Cc1ccccc1SCC(=O)OCC(=O)Nc1ccc(N(C)C)cc1
    ., -0.9, 1.6, -2.7, 0.9, -9, -3, 1.2, 14
57) Cc1cccc(OCC(=O)Nc2ccc(S(=O)(=O)N3CCN(C)CC3)cc2)c1
    -0.6, -3.6, 0.3, -2.0, ., 6, 1, 2.0, 3
58) CCc1ccc(NC(=S)N2CCCC(C(F)(F)F)C2)cc1 (configuration not stated)
    -2.1, -4.2, 0.6, -2.1, 0.8, 5, 6, -0.2, 1
59) NC(N)=N/N=C(\N=Nc1ccccc1)c1cccc2cccnc12
    ., ., ., -3.0, 0.3, 26, -2, -1.5, -9
60) COc1ccc(C(=O)NC(C(=O)N2CCN(c3ccccc3O)CC2)C(C)C)cc1 (configuration not stated)
    -0.2, i, 1.5, 0.1, -1.4, -4, 1, 0.6, 4
61) O=C(CSc1ccc2ccccc2c1)NCCCN1CCCC1=O
    -0.4, -0.6, 1.9, -3.2, -0.2, -4, 0, 0.9, 1
62) Cc1c(C(=O)C(=O)N2CCN(C)CC2)c2ccccc2n1C
    -0.2, 0.0, -1.2, -0.8, 0.9, 24, -2, 0.0, 6
63) O=C(Nc1cccc2c1CCCC2)c1ccccc1F
    -1.0, i, -2.9, 0.3, 0.0, 4, 1, 0.1, 5
